MmCpn inh: Inhibitors of TCP-1 ring complex (TRiC) of Methanococcus maripaludis (MmCpn): qHTS | 330,000 tested, 0.031% active | AID 504842, 2011 | Chaperonin Mm-Cpn (Methanococcus maripaludis) | purified Mm-Cpn ATPase, ADP Transcreener TR-FRET | Potency, µM (top dose mostly 76.9 µM), inactives show at the highest dose activity, negative = inhibition, usual class: inhibitors; note: potency is the fitted concentration of half-maximal effect; % is set by controls: 0 for no effect and ±100 for the full control effect; nearly all actives have a fitted effect of over 80% in size
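TR-FRET (320 nm excitation; 590 and 665 nm emission) reports ADP made from 10 uM ATP by 25 nM enzyme; compounds were preincubated 10 min, reaction run 30 min, both at 37°C.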
A549 tox: Nrf2 qHTS screen for inhibitors: counterscreen for cytotoxicity; 390,000 tested, 0.16% active; Potency, µM (series often up to 46 µM), for inactives: at the top dose activity change, negative = cytotoxicity, hits mostly inhibitors; A549 ARE-Fluc cells, CellTiter-Fluor viability, 18-24 h; note: potency is the fitted concentration of half-maximal effect; % is set by controls: 0 for no effect and ±100 for the full control effect
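A549 ARE-Fluc cells in 5% FBS OPTI-MEM, 5000 cells/well, rested 2 h then exposed to compounds in concentration-response for 18-24 h at 37 °C. Viability by CellTiter-Fluor fluorescence (Ex 405/Em 525) after 30 min; luciferase luminescence (BugLite, 15 min, RT) read afterwards.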
Nrf2 ARE act: qHTS of Nrf2 Activators | AREc32 ARE-luciferase reporter (MCF7-derived line), luminescence, 24 h | Potency, µM (titrated, usually from 46.1 µM), without a hit: at the top dose activation, actives largely listed as activators | 410,000 tested, 0.31% active | AID 624171, 2012; note: potency is the fitted concentration of half-maximal effect; % of control where 0% means no effect; nearly all actives have a fitted effect of over 65% in size
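Each well held 1000 AREc32 cells, which were incubated with compound for 24 hr at 37 deg C after overnight attachment, and ARE reporter activity was quantified by firefly luciferase luminescence.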
EPAC2 ag: qHTS for Agonist of cAMP-regulated guanine nucleotide exchange factor 4 (EPAC2): primary screen; Rap guanine nucleotide exchange factor 4 (Homo sapiens), Q8WZA2; EPAC2 activation, biochemical qHTS; response scale: 100% = 6.5 mM cAMP response; Potency, µM (doses to about 154 µM), for the others: at the highest dose activation, hits mostly activators; 360,000 tested, 0.079% active; note: potency is the fitted concentration of half-maximal effect; nearly all actives have a fitted effect of over 50% in size
Target sequence (Q8WZA2 whole entry, looked up): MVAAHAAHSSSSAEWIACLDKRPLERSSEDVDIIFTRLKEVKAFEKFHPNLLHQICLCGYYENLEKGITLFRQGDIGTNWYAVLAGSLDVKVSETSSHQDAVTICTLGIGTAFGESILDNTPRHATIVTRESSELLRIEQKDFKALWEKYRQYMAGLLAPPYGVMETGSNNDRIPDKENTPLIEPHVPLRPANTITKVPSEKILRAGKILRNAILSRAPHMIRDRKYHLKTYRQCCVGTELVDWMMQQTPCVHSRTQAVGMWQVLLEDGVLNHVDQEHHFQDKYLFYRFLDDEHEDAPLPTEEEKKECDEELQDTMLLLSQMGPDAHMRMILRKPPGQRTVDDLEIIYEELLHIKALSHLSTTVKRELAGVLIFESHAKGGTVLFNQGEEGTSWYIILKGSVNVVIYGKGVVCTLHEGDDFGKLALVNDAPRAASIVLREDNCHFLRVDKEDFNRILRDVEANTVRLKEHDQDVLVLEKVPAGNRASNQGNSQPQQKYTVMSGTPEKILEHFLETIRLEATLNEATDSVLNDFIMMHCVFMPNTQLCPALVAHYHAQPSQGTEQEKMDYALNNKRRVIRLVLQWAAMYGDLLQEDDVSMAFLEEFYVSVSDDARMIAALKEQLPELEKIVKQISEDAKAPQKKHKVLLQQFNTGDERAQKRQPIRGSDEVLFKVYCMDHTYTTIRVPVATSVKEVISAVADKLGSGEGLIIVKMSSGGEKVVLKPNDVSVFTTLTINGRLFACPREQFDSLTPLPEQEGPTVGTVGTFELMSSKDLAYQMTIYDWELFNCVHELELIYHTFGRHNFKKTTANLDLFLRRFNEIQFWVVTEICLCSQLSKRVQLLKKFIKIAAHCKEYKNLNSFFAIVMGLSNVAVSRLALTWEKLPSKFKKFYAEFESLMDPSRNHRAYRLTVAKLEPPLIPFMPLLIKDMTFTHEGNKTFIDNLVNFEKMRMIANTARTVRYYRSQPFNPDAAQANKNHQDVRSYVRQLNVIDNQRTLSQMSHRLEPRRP
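qHTS, titration series. 100 nM EPAC2 / 250 nM Rap1B-BODIPY-GDP / 50 uM GDP; RT; ex 480/em 540 nm, 5-min reads to 30 min. Norm. to 6.5 mM cAMP = activation.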
TGFb inhibitor: qHTS for Inhibitors of TGF-b. HepG2 CAGA-GFP TGF-b/SMAD3 reporter, GFP fluorescence, 18 h; TGF-beta stimulated, 500 pg/mL final. Potency, µM (titrated, usually from 46.1 µM), for inactives: at the top dose activity, negative = inhibition, most hits filed as inhibitors. 410,000 tested, 1.2% active. AID 588855, 2011; note: potency is the fitted concentration of half-maximal effect; % is set by controls: 0 for no effect and ±100 for the full control effect; nearly all actives have a fitted effect of over 65% in size
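Inhibition of TGF-beta-driven CAGA-GFP reporter expression in HEPG2 cells is measured by cellular GFP fluorescence after 18 h stimulation with 500 pg/mL recombinant TGF-beta in 1% FBS medium at 37 degrees C.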
CCT chaperon mod: High-Throughput Screening for Modulators of Cytosolic Chaperonin Activity; purified chaperonin ATPase assay, HTRF ADP detection, 30 min; activity change, % (no concentration beside the values), hits read low; 360,000 tested, 0.3% active; AID 651819, 2012; in the data active = activity change below about -30%; note: % is set by controls: 0 for no effect and ±100 for the full control effect
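We incubate TRiC, 40 or 20 nM final, with library compounds at 76 uM and 10 uM ATP for 30 min at 37 °C. ADP formed is detected with Transcreener HTRF reagents after 30 min at room temperature.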
Nrf2 block: Nrf2 qHTS screen for inhibitors; A549 ARE-Fluc reporter, luciferase luminescence, 18-24 h; Potency, µM (series often up to 46 µM), for the others: at the top dose activity change, negative = inhibition, hits mostly inhibitors; 360,000 tested, 2.1% active; note: potency is the fitted concentration of half-maximal effect; % is set by controls: 0 for no effect and ±100 for the full control effect; nearly all actives have a fitted effect of over 60% in size
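Two sequential reads on A549 ARE_Fluc cells exposed to compound for 18-24 h: a CellTiter-Fluor fluorescence read for viability, then a luciferase luminescence read for Nrf2/ARE activity.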
Akt phos inh: HTS Assay for Inhibitors of Akt Phophorylation: Primary Screen; 360,000 tested, 0.32% active; Neuro2A IGF-stimulated pAkt S473 HTRF, 20 min; hits give low values; activity change, % for hits at 50 µM; AID 651550, 2012; in the data active = activity change below about -80%; inconclusive = mostly about -51% to -80%; note: % is set by controls: 0 for no effect and ±100 for the full control effect
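Neuro2A cells (4,500/well, DMEM with 0.5% FBS) were treated with compound at a single 50 µM final concentration, stimulated with 6 nM IGF for 20 min at 37 °C, and lysed. Phospho-Akt Ser473 was read by HTRF as 665/615 ratio ×10^4.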
EPAC2 antag: qHTS for Antagonist of cAMP-regulated guanine nucleotide exchange factor 2 (EPAC2): primary screen; EPAC2 GEF exchange of Rap1B-BODIPY-GDP, fluorescence; Potency, µM (titrated, usually from 114 µM), for inactives: at the top dose activity, negative = inhibition, most hits filed as inhibitors; 360,000 tested, 0.18% active; AID 720708, 2013; note: potency is the fitted concentration of half-maximal effect; % is set by controls: 0 for no effect and ±100 for the full control effect; nearly all actives have a fitted effect of over 45% in size; many of its hits are not listed in these tables
The depositor's hits bear a star; i = inactive; ? = inconclusive; nt = not tested or not shown; & = joins results of further samples; [ ] = another dose, or the depositor's remark. Unless noted, calls come from the whole dose curve; as a rule, active = well fitted curve in the direction sought with a large enough effect; inconclusive = small, poorly fitted or top-dose-only effect, or another doubt; inactive = no such curve, though single readings can be large; an effect the other way counts as inactive or inconclusive.

nr | Structure | MmCpn inh | A549 tox | Nrf2 ARE act | EPAC2 ag | TGFb inhibitor | CCT chaperon mod | Nrf2 block | Akt phos inh | EPAC2 antag
1 | COc1ccc(CCNS(=O)(=O)c2ccc3c(c2)NC(=O)CCS3)cc1OC | -2% | -2% | 0.0% | 6% | -21% | 1.3 | ? | i | 12%
2 | COc1ccccc1OCC(=O)N1CCCC(Nc2ccc(C)c(C)c2)C1 (stereo not given) | 1% | 0% | 2.4% | 9% | 7% | -0.4 | -20% | i | -3%
3 | CCCCC(=O)N/N=C(/C)C1=C(C)C(C)(C)OC1=O | -1% | 9% | 0.6% | 6% | 2% | -2.3 | 20% | i | 4%
4 | COc1ccc(S(=O)(=O)Nc2cc3c4c(c2)CCC(=O)N4CCC3)cc1C | -2% | -3% | 4.4% | 3% | ? | -0.2 | ? | i | -11%
5 | CCc1ccc(OCCCC(=O)Nc2ccc(N3CCOCC3)cc2)cc1 | 1% | 10% | -1.2% | 4% | 16% | 1.3 | -7% | i | -1%[57.1 µM]
6 | CCn1c2ccccc2c2cc(NC(=O)CNC)ccc21 | 2% | -4% | 5.6% | 12% | -15% | -0.2 | 13% | i | 1%
7 | CC(C)CN(C(=O)COC(=O)Cn1cnc2ccccc2c1=O)C1CCS(=O)(=O)C1 (stereo not given) | 1% | -2% | -0.3% | 6% | 8% | -0.5 | -8% | i | -4%
8 | Clc1ccc(Cl)c(-c2ccc(/C=N/c3ncn[nH]3)o2)c1 | -15% | -11% | -0.2% | 10% | -23% | -2.3 | 5% | i | 3%
9 | Cc1ccc(C(=O)C(C)OC(=O)Cn2[nH]c(=O)c3ccccc3c2=O)cc1 (stereo not given) | 0% | -2% | -0.6% | 10% | 2% | -0.2 | -10% | i | -13%
10 | Cc1ccc(CCC2C3=C(CCCC3=O)OC3=C2C(=O)CCC3)cc1 | 0% | -4% | -0.3% | -1% | ? | 2.3 | 11% | nt | 3%
11 | O=C(Nc1ccccc1Oc1ccsc1C(=O)O)c1ccccc1 | 0% | 0% | -0.6% | -3% | 0% | -0.2 | 5% | i | 6%
12 | Cc1ccc(NS(=O)(=O)c2ccc3c(c2)CC(C)N3C(=O)C2CCC2)cc1Cl (stereo not given) | nt | -16% | 1.7% | nt | ? | nt | 21µM* | nt | nt
13 | CC(=O)Nc1cc2nn(-c3ccccc3)nc2cc1C | -5% | -6% | -0.1% | 0% | 7% | 1.2 | ? | i | 17%
14 | O=c1c(C=NCCCO)c(-c2ccccc2)[nH]n1-c1nc2ccccc2s1 | -1% | -6% | -1.3% | 5% | ? | 1.0 | 9% | i | -10%
15 | COC(=O)c1c(C)nc(C)c(C(=O)OC)c1-c1cccs1 | 2% | 1% | -0.1% | -3% | 7% | 0.7 | -10% | i | -1%
16 | CC(=O)NC(Cc1c[nH]c2ccccc12)C(=O)OCC(=O)Nc1cc(C)on1 (stereo not given) | -2% | -2% | 0.0% | -1% | 4% | 0.3 | 7% | i | 7%
17 | CC(=O)N1CCCc2cc(S(=O)(=O)N3CCCC(C(=O)NCc4ccccc4)C3)ccc21 (stereo not given) | 2% | 3%&7% | 2.1%&4.7% | 1% | -14%&-25% | 1.2 | ? | i | 3%
18 | O=C(N/N=C\C=C\c1ccc([N+](=O)[O-])o1)c1cccs1 | -4% | -7% | ? | 1% | ? | 0.6 | 0% | i | -6%
19 | COc1cccc(C(C)(O)c2nc(-c3ccc(Cl)cc3)cs2)c1 (stereo not given) | nt | nt | 0.2% | 22% | ? | 0.9 | nt | i | -20%
20 | CCOC(=O)c1[nH]c2ccccc2c1NC(=O)c1ccc(OCC)cc1 | nt | 10% | -0.2% | nt | 0% | nt | -6%[9.27 µM] | nt | nt
21 | N#Cc1nc(COc2ccc(Cl)cc2)oc1NCc1ccc2c(c1)OCO2 | 3% | -7% | 0.5% | 17% | -14% | 1.7 | -12% | i | 10%
22 | O=C(OCc1ccccc1Cl)c1ccc(-c2nnn(Cc3ccccc3)n2)cc1 | nt | -4% | -0.7% | nt | 0% | nt | 10% | nt | nt
23 | COC(=O)C1=C(C(=O)OC)[C@@H]2N(C)c3ccccc3[C@@]23C[C@@H](C(=O)OC)N(C(=O)CC(C)C)C3=N1 | 2% | -11% | 0.0% | -3% | -1% | -6.4 | 0% | i | -21%
24 | CCC(=O)N1CCN(c2ccccc2NC(=O)COc2ccc(C(C)C)cc2)CC1 | -2% | -14% | -0.1% | 7% | ? | -3.8 | -17% | i | ?
25 | COc1ccccc1CNC(=O)[C@H](C)NC(=O)C1CCN(C(=O)[C@H](CCSC)NC(=O)OC(C)(C)C)CC1 | -1% | 0% | -0.6% | 2% | 0% | -0.3 | 2% | i | 7%
26 | Cc1ccc(NC(=O)C2CCN(c3nc(C)cc(C)n3)CC2)cc1 | -1% | 6% | 0.3% | 3% | -2% | 1.8 | 15% | i | 0%
27 | COc1ccc(OC)c(CCNC(=O)Cn2cccc2C(=O)c2ccccc2)c1 | 0% | -10% | -0.7% | 3% | -3% | -2.7 | -13% | i | -9%
28 | Oc1ccccc1N=Cc1c(O)ccc2oc3c(c12)CCCC3 | -1% | -19% | ? | 6% | 13µM* | -1.3 | ? | i | -1%
29 | O=C(NC1CCN(C(=O)C2CCCCC2)CC1)c1ccccc1 | 1% | 0% | 0.1% | 2% | -1% | -2.3 | -27% | i | -1%
30 | CC1=C(C(N)=O)C(c2ccco2)C(C(N)=O)=C(C)N1 | -3% | -2% | 1.8% | -5% | 7% | 0.9 | 5% | i | 4%

Looked up above:
#14 in Nrf2 ARE act shows -1.3%
#26 in EPAC2 ag shows 3%
#24 in Nrf2 block shows -17%
#1 in MmCpn inh shows -2%
#2 in MmCpn inh shows 1%

Continued:
no. | Molecule | MmCpn inh | A549 tox | Nrf2 ARE act | EPAC2 ag | TGFb inhibitor | CCT chaperon mod | Nrf2 block | Akt phos inh | EPAC2 antag
31 | Cc1ccccc1-n1ncc2c1CC(C)(C)CC2NC(=O)c1cn[nH]c1C (stereo not given) | 1% | -8% | 0.0% | 4% | 0% | -1.8 | -14% | i | 3%
32 | Cc1cc(C)c2c(n1)sc1c(=O)n(-c3ccccc3)c(=O)[nH]c12 | -4% | 2% | 0.4% | -10% | -4% | 1.5 | -9% | i | 1%
33 | Cc1cc(=O)n2nc(N3CCCC(C(=O)NCc4ccccc4)C3)sc2n1 (stereo not given) | -8% | -3% | 0.3% | 4% | -6% | -1.4 | 3% | i | 7%
34 | Cc1ccc(CNc2nc(N)c([N+](=O)[O-])c(Nc3ccc(F)cc3)n2)cc1 | -1% | 8% | -0.2% | 7% | 3% | -2.3 | -8% | i | -7%
35 | CCCC(=O)c1cc(F)c(N2CCOCC2)cc1C | 0% | 0% | 2.9% | 8% | 0% | 1.6 | 6% | i | -1%
36 | COc1ccc(CCNC(=O)COC(=O)/C=C/c2ccc(OC)c(OC)c2)cc1 | 0% | 1% | 0.0% | 10% | 2% | -14 | 0% | i | 8%
37 | CCN1CCC(C(N)=O)CC1 | 2% | 4% | -0.8% | 3% | -3% | -2.6 | nt | i | 0%
38 | O=C(CNC(=O)N1CC(=O)Nc2ccccc21)NCc1ccc(Cl)cc1 | 1% | -4% | -0.3% | 4% | 7% | -6.8 | -16% | i | -2%
39 | Cc1cc(=O)oc(C)c1C(=O)NC1CCCCCCC1 | 1% | 2% | 0.1% | 13% | 7% | -2.1 | -11% | i | 9%
40 | CC(=O)c1sc(NC(=O)c2cccnc2Cl)nc1C | -1% | 3% | -0.4% | 9% | 2% | -0.8 | 1% | i | 4%

Four entries from above, arranged by number of heavy atoms, lowest first.
no. | Molecule | MmCpn inh | A549 tox | Nrf2 ARE act | EPAC2 ag | TGFb inhibitor | CCT chaperon mod | Nrf2 block | Akt phos inh | EPAC2 antag
37 | CCN1CCC(C(N)=O)CC1 | 2% | 4% | -0.8% | 3% | -3% | -2.6 | nt | i | 0%
35 | CCCC(=O)c1cc(F)c(N2CCOCC2)cc1C | 0% | 0% | 2.9% | 8% | 0% | 1.6 | 6% | i | -1%
39 | Cc1cc(=O)oc(C)c1C(=O)NC1CCCCCCC1 | 1% | 2% | 0.1% | 13% | 7% | -2.1 | -11% | i | 9%
38 | O=C(CNC(=O)N1CC(=O)Nc2ccccc21)NCc1ccc(Cl)cc1 | 1% | -4% | -0.3% | 4% | 7% | -6.8 | -16% | i | -2%

Continuation.
no. | Molecule | MmCpn inh | A549 tox | Nrf2 ARE act | EPAC2 ag | TGFb inhibitor | CCT chaperon mod | Nrf2 block | Akt phos inh | EPAC2 antag
41 | Cc1ccc2oc(=O)c3cnn(CC(=O)N4CCN(c5ccccc5)CC4)c3c2c1 | 1% | 7%&-3% | 0.0%&-0.1% | 4% | -8%&10% | -0.8 | 8%&1% | i | -13%
42 | CCOC(=O)c1ccc(NC(=O)CCS(=O)(=O)c2cccc3nonc23)cc1 | 1% | 0% | 6.3% | -8% | ? | -2.8 | -6% | i | 8%
43 | COc1ccc(OC)c(NC(=O)Nc2nnc(N3CCCCC3C)s2)c1 (stereo not given) | 0% | 2% | 3.6% | -2% | -12% | -2.0 | 7% | i | -4%
44 | COc1cc2c3c(cccc3c1)C(=O)N(CCN1CCCC1)C2=O | nt | nt | -4.1% | -7% | 14µM* | 1.4 | nt | i | -8%
45 | O=C(O)CCCCCNS(=O)(=O)c1ccc(Cl)cc1 | 0% | -4%[1.84 µM] | -0.3% | 7% | -4% | 0.3 | -20% | i | 9%

Source: PubChem BioAssay (National Center for Advancing Translational Sciences (NCATS))

A portion of the library; count on the stated rates, not on these rows.
